IDH1 mut inh: blocks human IDH1 R132H reductase activity; O75874; inhibition, % at 10 µM; 70,000 compounds, 0.18% hits; AID 624101; diaphorase/resazurin fluorescence, 60 min; in the data active = inhibition above about 34%;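 note: 0% = DMSO and 100% = no enzyme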
EZH2 inh: blocks human EZH2/PRC2 H3K27 methylation | 57,000 compounds, 0.35% hits | inhibition, % at 12.5 µM | Q15910 | DELFIA TRF, 1 h;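 active = mean inhibition of replicates at least 50% and every single replicate also reaching 50%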;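 note: dimethyl H3K27 on biotinylated H3 21-44 peptide detected by antibody; plate controls were median neutral control wells for no effect and median positive control wells for full effect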
Target sequence (Q15910 whole entry, looked up): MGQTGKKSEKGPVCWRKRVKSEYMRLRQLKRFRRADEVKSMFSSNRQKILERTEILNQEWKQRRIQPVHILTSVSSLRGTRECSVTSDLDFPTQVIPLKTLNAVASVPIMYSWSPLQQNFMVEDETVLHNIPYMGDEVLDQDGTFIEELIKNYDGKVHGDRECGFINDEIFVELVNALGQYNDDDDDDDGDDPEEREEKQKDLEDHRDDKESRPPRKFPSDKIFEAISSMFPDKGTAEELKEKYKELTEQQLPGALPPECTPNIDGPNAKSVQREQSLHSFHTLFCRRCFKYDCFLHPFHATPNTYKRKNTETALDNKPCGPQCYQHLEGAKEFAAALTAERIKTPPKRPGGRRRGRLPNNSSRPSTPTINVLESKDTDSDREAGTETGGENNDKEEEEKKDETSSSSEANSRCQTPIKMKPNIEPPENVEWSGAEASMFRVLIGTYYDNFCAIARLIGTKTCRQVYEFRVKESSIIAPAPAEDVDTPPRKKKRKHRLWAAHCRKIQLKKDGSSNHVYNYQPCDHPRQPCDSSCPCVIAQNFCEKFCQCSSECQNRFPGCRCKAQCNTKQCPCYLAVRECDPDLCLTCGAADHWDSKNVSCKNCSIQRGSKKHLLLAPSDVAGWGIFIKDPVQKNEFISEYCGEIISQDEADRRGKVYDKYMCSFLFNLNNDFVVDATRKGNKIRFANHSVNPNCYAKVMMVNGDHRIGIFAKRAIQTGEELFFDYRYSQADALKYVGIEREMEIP
* hit, by the source's call; . = not tested or not shown; & = joins results of further samples. A portion of the library; the hit share may differ from the screen's.

SMILES | IDH1 mut inh | EZH2 inh
C[C@@H]1CN([C@H](C)CO)S(=O)(=O)c2ccc(-c3ccc(C#N)cc3)cc2O[C@@H]1CN(C)C(=O)C1CC1 | 1.4 | 8.5
CCCNC(C)C(=O)Nc1ccccc1C (stereo unspecified) | 0.3 | .
COc1cccc(S(=O)(=O)N(C)C[C@H]2Oc3cc(C4=CCCCC4)ccc3S(=O)(=O)N([C@@H](C)CO)C[C@@H]2C)c1 | . | 20.5
O=C(Nc1ccc2c(c1)[C@H]1C[C@H](CC(=O)N3CCOCC3)O[C@H](CO)[C@H]1O2)Nc1ccccc1F | -0.2 | 2.6
C[C@@H]1CN([C@H](C)CO)S(=O)(=O)c2ccc(-c3ccc(F)cc3)cc2O[C@H]1CN(C)C(=O)C1CC1 | . | 4.2
O=C(C[C@H]1C=C[C@H](NC(=O)c2ccncc2)[C@@H](CO)O1)NCCc1ccncc1 | 0.2 | 0.9
CCS(=O)(=O)NCC[C@@H]1CC[C@@H](NC(=O)Cc2ccccn2)[C@@H](CO)O1 | -0.4 | 4.0
CC(C)C#Cc1ccc2c(c1)O[C@H](CN(C)C(=O)CN(C)C)[C@@H](C)CN([C@@H](C)CO)S2(=O)=O | 0.2 | .
C[C@@H]1CCCCO[C@@H](CN(C)S(=O)(=O)c2cn(C)cn2)[C@@H](C)CN([C@@H](C)CO)C(=O)c2cc(NC(=O)Nc3ccc4c(c3)OCO4)ccc2O1 | -3.4 | .
Cc1ccc(S(=O)(=O)Nc2ccc3c(c2)C(=O)N([C@H](C)CO)C[C@@H](C)[C@H](CN(C)Cc2ccncc2)OCCCC[C@H](C)O3)cc1 | 4.2 | .
C[C@@H]1CCCCO[C@H](CN(C)Cc2ccc(C(=O)Nc3ccccc3N)cc2)[C@@H](C)CN([C@H](C)CO)C(=O)c2cc(NS(=O)(=O)c3ccc(F)cc3)ccc2O1 | . | -17.1
O=C(COc1ccccc1[N+](=O)[O-])Nc1ccc2oc(-c3cc(Br)ccc3Cl)nc2c1 | 1.3 | -12.0
C[C@@H]1CN([C@@H](C)CO)S(=O)(=O)c2ccc(-c3ccccc3F)cc2O[C@@H]1CN(C)S(C)(=O)=O | -0.6 | 9.6
CC(C)CC#Cc1ccc2c(c1)O[C@H](CN(C)S(=O)(=O)c1ccc(F)cc1)[C@H](C)CN([C@H](C)CO)S2(=O)=O | -0.6 | 10.6
COC(=O)c1cnn(-c2ccccc2)c1C=Nc1ccc(C)cc1 | 1.1 | 38.6
CO[C@H]1CN(C)C(=O)c2ccc(NS(C)(=O)=O)cc2OC[C@H](C)N(C(=O)CC2CC2)C[C@@H]1C | 0.2 | 5.1
C[C@@H]1CCCCO[C@@H](CN(C)CC2CC2)[C@@H](C)CN([C@H](C)CO)C(=O)c2cc(NC(=O)Cc3ccccc3)ccc2O1 | 3.2 | .
C[C@H](O)C#Cc1cnc2c(c1)C(=O)N([C@H](C)CO)C[C@@H](C)[C@H](CN(C)CC1CCCC1)O2 | -0.4 | .
COc1ccc(S(=O)(=O)N(C)C[C@H]2OCc3ccccc3-c3c(n(C)c4ccccc34)C(=O)N([C@@H](C)CO)C[C@H]2C)cc1 | -0.1 | -46.2
C[C@@H]1CN([C@@H](C)CO)C(=O)c2cc(N(C)C)ccc2O[C@H]1CN(C)S(=O)(=O)c1ccc(F)cc1 | 4.0 | -0.4

Arranged by SMILES length (ascending): some entries from above.
SMILES | IDH1 mut inh | EZH2 inh
CO[C@H]1CN(C)C(=O)c2ccc(NS(C)(=O)=O)cc2OC[C@H](C)N(C(=O)CC2CC2)C[C@@H]1C | 0.2 | 5.1
COc1cccc(S(=O)(=O)N(C)C[C@H]2Oc3cc(C4=CCCCC4)ccc3S(=O)(=O)N([C@@H](C)CO)C[C@@H]2C)c1 | . | 20.5
Cc1ccc(S(=O)(=O)Nc2ccc3c(c2)C(=O)N([C@H](C)CO)C[C@@H](C)[C@H](CN(C)Cc2ccncc2)OCCCC[C@H](C)O3)cc1 | 4.2 | .

Following part:
SMILES | IDH1 mut inh | EZH2 inh
C[C@H]1CN([C@@H](C)CO)C(=O)c2cc(NS(=O)(=O)c3cn(C)cn3)ccc2O[C@H]1CN(C)Cc1ccc(Oc2ccccc2)cc1 | 0.2 | .
C[C@H]1CN([C@@H](C)CO)C(=O)CCCn2cc(nn2)CO[C@H]1CN(C)S(=O)(=O)c1cccs1 | -0.7 | .
C[C@@H]1CN([C@H](C)CO)C(=O)c2cccc(NS(=O)(=O)c3cn(C)cn3)c2O[C@@H]1CN(C)CC1CC1 | 1.7 | .
CO[C@H]1CN(C)C(=O)c2cc(NC(C)=O)ccc2OC[C@H](C)N(CC2CCCCC2)C[C@H]1C | . | 2.2
O=C(NCC[C@H]1CC[C@@H](NS(=O)(=O)c2ccc(Cl)cc2)[C@@H](CO)O1)c1ccc2c(c1)OCO2 | -0.5 | -2.8
c1cc2c(cc1C1CCCCC1)c1c3n2CCNC3CCC1 (stereo unspecified) | -0.6 | .
CO[C@H]1CN(C)C(=O)c2ccc(NS(=O)(=O)c3ccc(-c4ccccc4)cc3)cc2OC[C@@H](C)NC[C@H]1C | 0.2 | 1.2
O=C(Nc1ccccc1)C1=C[C@H](c2ccc3c(c2)OCO3)C[C@H](OCCCCO)O1 | . | -2.8&-8.9
C[C@H](NC(=O)C[C@@H]1C=C[C@H](NS(=O)(=O)c2cccc(F)c2)[C@H](CO)O1)c1ccccc1 | -0.1 | -4.9
C[C@@H]1CN([C@@H](C)CO)C(=O)Cc2cc(NS(=O)(=O)c3ccccc3)ccc2O[C@H]1CN(C)CC1CCCCC1 | 0.0 | -18.8
Cc1noc(C)c1S(=O)(=O)Nc1ccc2c(c1)C(=O)N([C@@H](C)CO)C[C@@H](C)[C@@H](CN(C)S(=O)(=O)c1cn(C)cn1)OCCCC[C@H](C)O2 | -0.8 | .
CCCNC(=O)N(C)C[C@H]1Oc2cc(-c3cccnc3)ccc2S(=O)(=O)N([C@@H](C)CO)C[C@H]1C | -3.3 | -4.6
Cc1noc(C)c1NC(=O)Nc1ccc2c(c1)C(=O)N([C@@H](C)CO)C[C@H](C)[C@H](CN(C)C(=O)Nc1ccc(C(F)(F)F)cc1)OCCCC[C@H](C)O2 | -0.5 | .
Cc1cc(C(F)(F)F)nc(SCC(=O)Nc2cc(C(F)(F)F)ccc2Cl)n1 | 0.0 | 7.8
CC(C)NC(=O)Nc1ccc2c(c1)C(=O)N([C@@H](C)CO)C[C@@H](C)[C@H](CN(C)Cc1ccc(Cl)c(Cl)c1)O2 | . | -2.8
Cc1noc(C)c1NC(=O)N(C)C[C@H]1Oc2ccc(NS(=O)(=O)c3ccc(F)cc3)cc2C(=O)N([C@@H](C)CO)C[C@@H]1C | -1.0 | .
O=C(C[C@H]1C=C[C@H](NC(=O)C2CCOCC2)[C@H](CO)O1)NCC1CC1 | 0.4 | 13.0
CCCN(C)C[C@@H]1OCc2cnnn2CCCC(=O)N([C@H](C)CO)C[C@H]1C | 0.0 | .
C[C@@H]1CN([C@@H](C)CO)C(=O)c2cc(C#CC(C)(C)O)cnc2O[C@H]1CN(C)C(=O)CN(C)C | 0.1 | .
CS(=O)(=O)N(CC(=O)Nc1cc(Cl)cc(Cl)c1)c1ccc(Cl)cc1 | 0.9 | -6.2

Random excerpt: 4 compounds from above
SMILES | IDH1 mut inh | EZH2 inh
CC(C)NC(=O)Nc1ccc2c(c1)C(=O)N([C@@H](C)CO)C[C@@H](C)[C@H](CN(C)Cc1ccc(Cl)c(Cl)c1)O2 | . | -2.8
Cc1noc(C)c1NC(=O)Nc1ccc2c(c1)C(=O)N([C@@H](C)CO)C[C@H](C)[C@H](CN(C)C(=O)Nc1ccc(C(F)(F)F)cc1)OCCCC[C@H](C)O2 | -0.5 | .
O=C(NCC[C@H]1CC[C@@H](NS(=O)(=O)c2ccc(Cl)cc2)[C@@H](CO)O1)c1ccc2c(c1)OCO2 | -0.5 | -2.8
CS(=O)(=O)N(CC(=O)Nc1cc(Cl)cc(Cl)c1)c1ccc(Cl)cc1 | 0.9 | -6.2

Following part:
SMILES | IDH1 mut inh | EZH2 inh
C[C@@H]1CN([C@H](C)CO)C(=O)c2cc(NS(=O)(=O)c3cn(C)cn3)ccc2O[C@@H]1CN(C)C(=O)Nc1cccc2ccccc12 | 0.0 | .
O=C(N[C@H]1CC[C@@H](CCn2cc(Cc3ccccc3)nn2)O[C@H]1CO)c1cnccn1 | 0.0 | 5.0
CO[C@H]1CN(C)C(=O)c2cc(NS(=O)(=O)CC(F)(F)F)ccc2OC[C@@H](C)N(C(=O)c2ccc3c(c2)OCO3)C[C@@H]1C | -0.1 | -0.1
C[C@@H]1CN([C@H](C)CO)S(=O)(=O)c2ccc(-c3cccc(C(=O)N(C)C)c3)cc2O[C@@H]1CN(C)Cc1ccc2c(c1)OCO2 | -0.5 | -15.1
C[C@H](CO)N1C[C@H](C)[C@@H](CN(C)C(=O)Nc2ccc(F)cc2)Oc2c(NC(=O)c3cnccn3)cccc2C1=O | 2.8 | 7.5
C[C@@H]1CN([C@@H](C)CO)C(=O)Cc2cc(NC(=O)C3CCCCC3)ccc2O[C@H]1CN(C)S(=O)(=O)c1ccc(F)cc1 | 0.3 | .
CCCNC(=O)N1C[C@H](C)[C@H](OC)CN(C)C(=O)c2ccc(NC(=O)C3CCC3)cc2OC[C@@H]1C | -0.1 | 3.0
O=C(N[C@H]1CC[C@H](CCn2cc(C3CCCCC3)nn2)O[C@H]1CO)c1cccnc1 | 0.2 | 1.5
C[C@H]1CN([C@@H](C)CO)C(=O)Cc2cc(NC(=O)Nc3ccccc3)ccc2O[C@@H]1CN(C)S(C)(=O)=O | . | 1.7
C[C@@H]1CN([C@H](C)CO)C(=O)c2cccc(NC(=O)CCCCCC(=O)Nc3ccccc3N)c2O[C@H]1CN(C)C(=O)Nc1ccc(C(F)(F)F)cc1 | 0.0 | -32.4
C[C@H](CO)N1C[C@H](C)[C@@H](CN(C)Cc2ccc(C(=O)O)cc2)Oc2ccc(NS(=O)(=O)c3ccccc3)cc2CC1=O | 1.1 | .
C[C@H]1CN([C@@H](C)CO)C(=O)c2cc(-c3ccccc3)cnc2O[C@H]1CN(C)C(=O)Cc1cccnc1 | . | -11.5
C[C@H]1CN([C@@H](C)CO)C(=O)c2cc(C#CC3(O)CCCC3)cnc2O[C@H]1CN(C)C(=O)Cc1ccccc1 | -0.6 | -3.7
COCC#Cc1ccc2c(c1)O[C@H](CN(C)Cc1ccncc1)[C@H](C)CN([C@@H](C)CO)S2(=O)=O | -0.1 | -11.8
CN(C)CC(=O)N[C@H]1CC[C@@H](CCn2cc(C3CC3)nn2)O[C@@H]1CO | 0.0 | -4.8
C[C@H](CO)N1C[C@H](C)[C@H](CN(C)C(=O)NC2CCCCC2)Oc2ccc(NS(C)(=O)=O)cc2C1=O | 1.8 | 5.7
C[C@H](CO)N1C[C@H](C)[C@@H](CN(C)C(=O)C2CC2)Oc2ncc(/C=C/c3ccccc3)cc2C1=O | -0.7 | -18.9
C[C@H]1CN([C@@H](C)CO)C(=O)c2cc(/C=C/c3ccccc3)cnc2O[C@H]1CN(C)Cc1ccncc1 | 1.5 | .
CC(C)NC(=O)N(C)C[C@@H]1OCCCC[C@@H](C)Oc2ccc(N(C)C)cc2C(=O)N([C@@H](C)CO)C[C@H]1C | -3.3 | 7.8
COC(=O)CCCCCCC(=O)N/N=C/C1(NC(=O)OC(C)(C)C)CCCC1 | . | -32.8
C[C@@H]1CN([C@H](C)CO)C(=O)c2cc(NC(=O)Nc3ccc(C(F)(F)F)cc3)ccc2O[C@@H](C)CCCCO[C@@H]1CN(C)Cc1ccc(C(F)(F)F)cc1 | -0.3 | .
CC(=O)N(C)C[C@H]1Oc2cc(-c3ccc(C#N)cc3)ccc2S(=O)(=O)N([C@@H](C)CO)C[C@H]1C | 0.5 | 11.5
O=C(O)C1CCCN1C(=O)c1cncc(Br)c1 (stereo unspecified) | 0.2 | 2.4
COc1ccc(-c2ccc3c(c2)O[C@@H](CN(C)C(=O)c2ccccc2F)[C@H](C)CN([C@H](C)CO)S3(=O)=O)cc1 | -0.2 | .
O=C(Nc1ccc(F)cc1)N[C@@H]1CC[C@H](CCn2cc(-c3ccccc3F)nn2)O[C@H]1CO | 0.0 | 2.9
CCCN(C)C[C@H]1Oc2ncc(-c3cccc(C#N)c3)cc2C(=O)N([C@@H](C)CO)C[C@@H]1C | -0.7 | -20.5
CCCNC(=O)N(C)C[C@H]1Oc2ncc(Br)cc2C(=O)N([C@H](C)CO)C[C@@H]1C | . | 5.3
C[C@H]1CN([C@@H](C)CO)C(=O)c2cc(NS(=O)(=O)c3ccc(Cl)cc3)ccc2O[C@@H]1CN(C)Cc1ccncc1 | 2.9 | 9.0
COc1ccccc1-c1cnc2c(c1)C(=O)N([C@@H](C)CO)C[C@H](C)[C@@H](CN(C)C(=O)CN(C)C)O2 | -0.4 | .
CCCC#Cc1ccc2c(c1)O[C@H](CN(C)S(=O)(=O)c1cccc(OC)c1)[C@H](C)CN([C@@H](C)CO)S2(=O)=O | -0.2 | 2.0
CN(C)C(=O)C[C@@H]1C[C@@H]2c3cc(NS(C)(=O)=O)ccc3O[C@@H]2[C@@H](CO)O1 | 0.7 | 2.5
O=C(NCC[C@H]1CC[C@@H](NC(=O)c2ccncc2)[C@@H](CO)O1)Nc1ccc(Cl)cc1 | 0.1 | 1.2
COc1ccccc1-c1cnc2c(c1)C(=O)N([C@H](C)CO)C[C@@H](C)[C@H](CN(C)Cc1cccc(F)c1)O2 | -0.4 | .
C[C@H]1CN([C@@H](C)CO)C(=O)c2cccc(NC(=O)Nc3ccccc3)c2O[C@@H]1CN(C)C(=O)Nc1ccc(C(F)(F)F)cc1 | 1.2 | .
OCCN(Cc1ccccc1)c1ncnc2c1sc1nc(N3CCOCC3)c3c(c12)CCCC3 | -0.2 | -8.4
C[C@H](NC(=O)/C(C#N)=C/c1ccc(O)c(O)c1)c1ccccc1 | 1.1 | 15.9
N#CC1=C(N)N(c2ccccc2)NC1(C(F)(F)F)C(F)(F)F | 1.1 | -26.7
COC(=O)Cc1c(C)nc2nc(-c3ccccc3)[nH]n2c1=O | 0.4 | -5.0

Assay outcomes as filed in PubChem.
